# NCI-60 one-dose screen, 48 h, at 10 µM unless noted. Numbers give growth in % (100 = growth as untreated, 0 = no growth, -100 = all killed).
# SK-MEL-28 = SK-MEL-28 melanoma | 81,000 tested, 4.1% active | AID 1794761
# MDA-MB-231 = MDA-MB-231 breast cancer. 81,000 tested, 5% active. AID 1794789
# HS 578T = HS 578T breast cancer; 78,000 tested, 4.1% active; AID 1794788
# LOX IMVI = LOX IMVI melanoma; 79,000 tested, 7.4% active; AID 1794757
# MCF7 = MCF7 breast cancer. 82,000 tested, 6.3% active
# T-47D = T-47D breast cancer. 79,000 tested, 5% active. AID 1794792
# MDA-MB-468 = MDA-MB-468 breast cancer; 78,000 tested, 8.5% active; AID 2202374
# BT-549 = BT-549 breast cancer; 78,000 tested, 4.4% active; AID 1794793
# An asterisk follows results filed as active; . = not tested or not shown; & = joins results of further samples; ! = not active in a repeat; [ ] = another dose, or the depositor's remark. Rule for the calls: active = growth percent below 10; inactive = the rest.
SMILES,SK-MEL-28,MDA-MB-231,HS 578T,LOX IMVI,MCF7,T-47D,MDA-MB-468,BT-549
NC(N)=O,112,93,131,93,102,.,106,107
Cc1cccc(-c2nn3c(c2-c2ccnc4ccc(C(N)=O)cc24)CCC3)n1,122,117,.,107,85,84,125,104
CC(=O)OCC1=CC2OC(=O)C3=COC(OC4OC(CO)C(O)C(O)C4O)C1C32 (configuration not stated),.,113,.,111,97,105,.,110
CN(C)CCCC1(c2ccc(F)cc2)OCc2cc(C#N)ccc21 (configuration not stated),121,86,89,96,.,95,113,101
C[C@H]1Oc2cc(cnc2N)-c2c(nn(C)c2C#N)CN(C)C(=O)c2ccc(F)cc21,87,70,.,74,60,84,99,103
CCCCNc1ccc(C(=O)OCCOCCOCCOCCOCCOCCOCCOCCOCCOC)cc1,109,104,111,.,98,84,89,104
Cc1ccc(S(=O)(=O)NC(=O)NC2CCCCC2)cc1,105,137,97,101,99,114,118,.
O=C(Nc1ccc(OCc2cccc(F)c2)cc1)c1ccc2nc(NS(=O)(=O)c3ccc4ccccc4c3)sc2c1,110,94,104,94,93,92,109,112
CNCCCN1c2ccccc2CCc2ccccc21,95,86,75,88,92,93,42,92
Cc1c(CN2CCN(C(=O)[C@H](C)O)CC2)sc2c(N3CCOCC3)nc(-c3cnc(N)nc3)nc12,-30*,7.1*,.,1.0*,1.7*,-38*,-50*,-3.1*
Cn1cc(-c2nnc(-c3cn(C)c4ncc(Br)cc34)o2)c2cc(F)ccc21,101,86,98,.,72,83,101,101
[2H]c1nc(Nc2ncc(F)c(-c3cc(F)c4nc(C)n(C(C)C)c4c3)n2)c([2H])c([2H])c1CN1CCN(C([2H])([2H])C([2H])([2H])[2H])CC1,70,65,36,39,30,55,103,51
O[C@@H]1Cc2cc(Br)c3ccccc3c2N[C@H](c2ccccc2Cl)C1,109,80,108,87,72,71,73,109
O=C(Nc1ccc(OCc2cccc(Cl)c2)cc1)c1ccc2nc(NS(=O)(=O)c3ccc4ccccc4c3)sc2c1,92,88,84,83,90,91,106,102
CCCCCCCCCCCCCCCCCCN,104,105,102,85,83,86,104,82
C=CC1CN2CCC1CC2C(O)c1ccnc2ccc(OC)cc12 (configuration not stated),.,.,.,.,.,.,102,.
C/C(=N\O)c1ccc(N2C(=O)c3cccc4cccc(c34)C2=O)cc1,106,94,99,109,76,97,96,110
Cn1nccc1Nc1nccc(-c2ccn([C@H](CO)c3ccc(Cl)c(F)c3)c(=O)c2)n1,17,91,.,59,93,104,129,94
CC(C)COC(=O)c1ccc(N)cc1,113&100,85&70,127&104,102&96,103&91,103&95,96&95,102&97
N#Cc1ccc(C(c2ccc(C#N)cc2)n2cncn2)cc1,115,116,104,99,101,97,118,102
CCNC(=O)Nc1ccc(-c2nc3c(c(N4CCOC[C@@H]4C)n2)CCN(C2COC2)C3)cc1,-5.3*!,23&44,1.2*,1.4*!,12&16,-25*,-26*!,-1.9*!
Cn1cc(-c2nnc(N)nc2-c2cn(C)c3ccccc23)c2ccccc21,102,90,90,95,83,85,87,93
Cc1cc2c(F)c(Oc3ncnn4cc(OC[C@@H](C)OC(=O)[C@H](C)N)c(C)c34)ccc2[nH]1,10,40,.,27,40,71,72,81
CCCOC(=O)c1ccc(N)cc1,111,114,113,92,95,103,97,112
CCCCCCCCCC(=O)OC,108,109,103,90,93,92,116,104
CCN(CC)CC(O)CNc1c2ccc([N+](=O)[O-])cc2nc2cc(OC)c(OC)cc12 (configuration not stated),-12*,-72*,-18*,-40*,-23*,-28*,-44*,-70*
COc1cccc(NC(=O)Nc2ccc3nc(NS(=O)(=O)c4ccc5ccccc5c4)sc3c2)c1,100,99,95,93,90,97,88,107
COc1ccc2c(c1)c(C(=O)c1nc(-c3cn(C)c4ccc(OC)cc34)no1)cn2C,95,85,59,89,85,75,91,79
COc1ccc2[nH]cc(-c3nc(N)nnc3-c3cn(C)c4ccc(OC)cc34)c2c1,77,87,92,72,41,87,25,78
Cc1cn(C2CC(O)C(CO)O2)c(=O)[nH]c1=O (configuration not stated),98,102,97[100 µM],102,82,104,93,110
NC(=O)C1(N2CCCCC2)CCN(CCCC(=O)c2ccc(F)cc2)CC1,52,30,-2.4*,42,20,44,-11*,56
CC12CC3CC(C)(C1)CC(N)(C3)C2,114,107,111,98,98,106,102,107
CCOC(N)=O,120,104,113,102,.,95,114,104
Oc1ccc(C2CNCCc3c2cc(O)c(O)c3Cl)cc1 (configuration not stated),105,108,112,103,98,102,107,99
CCn1c(-c2nonc2N)nc2c(C#CC(C)(C)O)ncc(OC[C@H]3CCCNC3)c21,46,84,.,44,16,67,31,50
CCOC(=O)[C@H](CCc1ccccc1)N[C@@H](C)C(=O)N1Cc2ccccc2C[C@H]1C(=O)O,112,102,105,97,96,100,113,115
O=c1oc2c(O)c(O)cc3c(=O)oc4c(O)c(O)cc1c4c23,92&118,82&89,66&88,68&82,94&101,95&102,101&111,88&104
CC1=CC[C@@H]2C(C)(C)C(=O)CC[C@@]2(C)[C@@H]1COc1ccc2ccc(=O)oc2c1,88,89,78,88,88,6.2*,43,56
CC(/C=C/c1ccc(Cl)cc1)=N\OCC(=O)NC(C)C,107,138,109,96,96,92,97,100
CNC(=O)c1ccc(Nc2ncc(C(F)(F)F)c(NCc3nccnc3N(C)S(C)(=O)=O)n2)cc1,1.1*,3.1*,.,0.3*,2.0*,-12*,-50*,-5.8*

# No new results follow: 2 of the compounds above.
SMILES,SK-MEL-28,MDA-MB-231,HS 578T,LOX IMVI,MCF7,T-47D,MDA-MB-468,BT-549
CC1=CC[C@@H]2C(C)(C)C(=O)CC[C@@]2(C)[C@@H]1COc1ccc2ccc(=O)oc2c1,88,89,78,88,88,6.2*,43,56
CC(/C=C/c1ccc(Cl)cc1)=N\OCC(=O)NC(C)C,107,138,109,96,96,92,97,100

# Next compounds
SMILES,SK-MEL-28,MDA-MB-231,HS 578T,LOX IMVI,MCF7,T-47D,MDA-MB-468,BT-549
Cc1ccc(N(CC2=NCCN2)c2cccc(O)c2)cc1,108,113,101,95,94,99,93,90
C#Cc1cccc(Nc2ncnc3cc(OC)c(OCCCCCCC(=O)NO)cc23)c1,-29*,-17*,.,-89*,8.3*,-24*,-44*,-7.8*
Cc1ccc(=O)n(-c2ccccc2)c1,99,102,99,96,93,84,96,90
[2H]c1nc(Nc2ncc3cc(C(=O)N(C)C)n(C4CCCC4)c3n2)c([2H])c([2H])c1N1CCNCC1,96,57,65,49,48,70,101,106
C/C=C(\C(=C\C)c1ccc(OC(C)=O)cc1)c1ccc(OC(C)=O)cc1,82,97,83,87,91,121,78,110
COc1cccc(Nc2ncnn3ccc(CN4CC[C@@H](N)[C@H](O)C4)c23)c1,90,31,.,35,59,-1.8*,-42*,48
O=C(Nc1nc2ccc(C(=O)N3CCN(C(c4ccccc4)c4ccccc4)CC3)cc2s1)c1ccc(NCCc2ccccc2)c([N+](=O)[O-])c1,113,97,110,90,88,87,100,110

# An excerpt from above, showing only T-47D, MDA-MB-468 and LOX IMVI:
Structure | T-47D | MDA-MB-468 | LOX IMVI
C[C@H]1Oc2cc(cnc2N)-c2c(nn(C)c2C#N)CN(C)C(=O)c2ccc(F)cc21 | 84 | 99 | 74
CC12CC3CC(C)(C1)CC(N)(C3)C2 | 106 | 102 | 98

# Five compounds out of the list, ordered by molar mass, lowest first:
SMILES,SK-MEL-28,MDA-MB-231,HS 578T,LOX IMVI,MCF7,T-47D,MDA-MB-468,BT-549
C/C=C(\C(=C\C)c1ccc(OC(C)=O)cc1)c1ccc(OC(C)=O)cc1,82,97,83,87,91,121,78,110
COc1cccc(Nc2ncnn3ccc(CN4CC[C@@H](N)[C@H](O)C4)c23)c1,90,31,.,35,59,-1.8*,-42*,48
C#Cc1cccc(Nc2ncnc3cc(OC)c(OCCCCCCC(=O)NO)cc23)c1,-29*,-17*,.,-89*,8.3*,-24*,-44*,-7.8*
CNC(=O)c1ccc(Nc2ncc(C(F)(F)F)c(NCc3nccnc3N(C)S(C)(=O)=O)n2)cc1,1.1*,3.1*,.,0.3*,2.0*,-12*,-50*,-5.8*
O=C(Nc1nc2ccc(C(=O)N3CCN(C(c4ccccc4)c4ccccc4)CC3)cc2s1)c1ccc(NCCc2ccccc2)c([N+](=O)[O-])c1,113,97,110,90,88,87,100,110

# Assay outcomes as filed in PubChem.

# The list is partial; rates above refer to the full screens.
